Screens: PubChem BioAssay, several laboratories
CDK5 p35 inh = inhibitors of human CDK5/p35 kinase, primary screen, biochemical, single concentration; inhibition, % at 10 µM; Cyclin-dependent kinase 5 (Homo sapiens) + Cyclin-dependent kinase 5 activator 1 (Homo …; 330,000 compounds, 0.01% hits; AID 488839, 2010; Recombinant CDK5/p35, ADP-Glo luminescence, 60 min;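 active means highest replicate inhibition of at least 50% and at least 75% of replicates reaching 50%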;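 further: plate controls were DMSO neutral control for no effect and GW8510 at 10 µM for full effect; many of its hits are not listed in these tables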
Rtt109 Vps75 = inhibitors of C. albicans Rtt109/Vps75 HAT, primary screen, biochemical, ThioGlo CoA-SH fluorescence, plate reader. 330,000 compounds, 0.16% hits. Histone acetyltransferase RTT109 (Candida albicans (strain SC5314 / ATCC MYA-2876)), …. AID 540336, 2011. purified Rtt109/Vps75, 4 h. inhibition, % at 34.9 µM;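 active means inhibition of at least 50% in every replicate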
NSD2 inh = NSD2 histone methyltransferase inhibitors, primary screen, biochemical, AlphaScreen, single concentration, set 2 | Histone-lysine N-methyltransferase NSD2 (Homo sapiens), O96028 | NSD2 peptide methylation, 120 min | inhibition, % at 12.5 µM | 310,000 compounds, 0.54% hits | AID 743445, 2014; in the data active means inhibition above about 50%
Mot1-301 SUMO = yeast Mot1-301 growth rescue at high temperature, primary screen, SUMOylation pathway inhibitor project, S. cerevisiae, ATP luminescence, 38.5C | S. cerevisiae Mot1-301 growth rescue; percent above DMSO median, 100 means doubled | growth rescue, % at 18.8 µM | 320,000 compounds, 1% hits;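 active means every valid replicate shows activation above 250% relative to neutral control wells; inactive means the rest, any valid replicate at or below 250%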;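 further: OY570 slx delta 5 strain wells were the positive control but not used for scaling; some compounds called inactive have numbers as strong as hits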
RTF Ca sens act = cardiac RTF calcium sensitivity activators, primary screen, biochemical, IANBD-TnC fluorescence, EC20 calcium | IANBD-labeled TnC RTF fluorescence at EC20 calcium; 0% EC20 calcium, 100% full calcium | activation, % at 7.2 µM | 340,000 compounds, 0.24% hits | AID 493008, 2010;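 active means activation above the mean over all tested compounds plus 3 SD, cut at about 30% in these data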;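 further: rise in fluorescence read as greater calcium sensitivity of cardiac thin filaments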
LANA DNA inh = inhibitors of KSHV C-LANA binding to DNA, primary screen, biochemical, fluorescence polarization, FAM-LBS DNA, MBP-C-LANA, single point; Kaposi's sarcoma herpesvirus LANA C-terminal domain (residues 932-1162) DNA binding; inhibition, % at 9 µM; 340,000 compounds, 0.078% hits; AID 504423, 2011;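 active means highest replicate inhibition at or above 60% at 9 µM, even if other replicates fall short; inactive means all replicates below 60% inhibition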;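 further: 0% = neutral control wells and 100% = 4 µM acridine orange control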
PvdQ inh = P. aeruginosa PvdQ acylase inhibitors, primary screen, biochemical, fluorescence, plate reader and imaging, single point. inhibition, % at 10 µM. purified PvdQ acylase. PvdQ acylase [Pseudomonas aeruginosa LESB58]. 340,000 compounds, 0.063% hits; in the data active means inhibition above about 30%, passing the limit was not always enough;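 further: 0% = vehicle neutral wells and 100% = reference inhibitor wells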
dFosB act = activators of delta FosB homodimer, primary screen, biochemical, fluorescence polarization, TAMRA-CDK5 oligo, single point; Protein FosB (Mus musculus), P13346; purified delta FosB; percent of positive-control signal above neutral wells; 340,000 compounds, 0.99% hits; activation, % at 25 µM; AID 493131, 2011;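 active means mean activation above about 17%, with every replicate also reaching it, limit read from the data, passing the limit was not always enough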;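 further: fluorescence polarization rise as delta FosB binds a TAMRA Cdk5 AP-1 oligo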
Target sequence (P13346 whole entry, looked up): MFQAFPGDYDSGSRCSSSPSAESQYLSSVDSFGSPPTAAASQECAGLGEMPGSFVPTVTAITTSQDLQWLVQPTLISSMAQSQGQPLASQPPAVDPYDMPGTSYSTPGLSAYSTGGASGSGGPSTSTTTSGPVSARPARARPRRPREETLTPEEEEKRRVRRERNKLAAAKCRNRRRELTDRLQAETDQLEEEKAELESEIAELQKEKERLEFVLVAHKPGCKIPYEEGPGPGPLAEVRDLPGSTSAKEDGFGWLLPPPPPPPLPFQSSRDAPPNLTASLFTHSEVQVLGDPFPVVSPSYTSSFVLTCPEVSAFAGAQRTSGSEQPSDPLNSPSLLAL
PfHsp90 yeast 2 = growth inhibition of PfHsp90-expressing yeast, primary screen, antimalarial PfHsp90 inhibitor project, S. cerevisiae, BacTiter-Glo luminescence, single point, set 2; BacTiter-Glo ATP, 48 h; yeast lacking PDR1 and PDR3 efflux regulators; inhibition, % at 9.4 µM; 310,000 compounds, 0.32% hits;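 active means every replicate shows inhibition above about 80%, whatever the replicate mean, limit read from the data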;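 further: 0% = DMSO neutral controls and 100% = 20 µM radicicol positive controls; yeast relying on Plasmodium falciparum Hsp90 in place of its own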
Keap1-Nrf2 PPI = Keap1-Nrf2 protein-protein interaction inhibitors, primary screen, biochemical, fluorescence polarization, single point. AID 504523, 2011. 340,000 compounds, 0.15% hits. inhibition, % at 9.4 µM. Keap1 Kelch-Nrf2 peptide fluorescence polarization, 1536-well. Kelch-like ECH-associated protein 1 (Homo sapiens), Q14145; in the data active means inhibition above about 12%;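 further: human Keap1 Kelch domain with fluorescein labeled Nrf2 9mer peptide probe; 0% = neutral control wells and 100% = peptide positive control; higher means more block of Keap1 binding to Nrf2 peptide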
Target sequence (Q14145 whole entry, looked up, the tested form may be a part): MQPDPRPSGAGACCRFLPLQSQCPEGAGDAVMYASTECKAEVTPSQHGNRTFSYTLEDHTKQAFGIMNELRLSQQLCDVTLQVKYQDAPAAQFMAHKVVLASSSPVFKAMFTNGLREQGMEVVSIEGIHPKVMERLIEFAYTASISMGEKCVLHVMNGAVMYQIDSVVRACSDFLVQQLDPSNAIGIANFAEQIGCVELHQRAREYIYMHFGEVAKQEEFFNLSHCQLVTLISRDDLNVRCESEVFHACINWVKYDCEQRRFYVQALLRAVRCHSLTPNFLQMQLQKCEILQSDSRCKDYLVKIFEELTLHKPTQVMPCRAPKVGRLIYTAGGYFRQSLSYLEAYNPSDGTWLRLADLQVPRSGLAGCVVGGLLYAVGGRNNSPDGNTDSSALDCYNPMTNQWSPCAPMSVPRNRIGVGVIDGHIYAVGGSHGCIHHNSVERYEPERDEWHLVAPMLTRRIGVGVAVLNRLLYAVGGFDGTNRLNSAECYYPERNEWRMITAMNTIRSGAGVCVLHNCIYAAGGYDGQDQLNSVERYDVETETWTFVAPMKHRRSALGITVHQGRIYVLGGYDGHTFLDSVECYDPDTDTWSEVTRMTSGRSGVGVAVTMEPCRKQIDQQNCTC
Cardiac RTF inh = cardiac RTF calcium sensitivity inhibitors, primary screen, biochemical, IANBD-TnC fluorescence, EC70 calcium; Troponin I, cardiac muscle (Homo sapiens) + Troponin T, cardiac muscle (Homo sapiens) + …; 340,000 compounds, 0.12% hits; inhibition, % at 7.15 µM; IANBD-labeled cardiac RTF, Ca2+ fluorescence;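 active means inhibition above the mean inhibition of all tested compounds plus 3 SD, cut at about 17% in these data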;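 further: assay run at fixed EC70 calcium of 1.6 mM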
Starred values were filed as active, the others as inactive.

Results for C[C@H]1NC(=O)[C@@]2(C)[C@H](c3ccccc3)[C@H]3COc4ccccc4[C@@H]3N2C1=O ?
CDK5 p35 inh: 0.6; Rtt109 Vps75: -4; Mot1-301 SUMO: -6; RTF Ca sens act: -3; LANA DNA inh: 1.6; PvdQ inh: -13; dFosB act: -7; PfHsp90 yeast 2: 12; Keap1-Nrf2 PPI: -5; Cardiac RTF inh: -14

Results for Cc1ccc(C)c(/C(O)=C2\C(=O)C(=O)N(CCCN3CCOCC3)C2c2cccnc2)c1 (centres undefined) ?
CDK5 p35 inh: 0.6; Rtt109 Vps75: -17; NSD2 inh: -5; RTF Ca sens act: 10; LANA DNA inh: 0.5; PvdQ inh: -14; dFosB act: 2; PfHsp90 yeast 2: 11; Keap1-Nrf2 PPI: -5; Cardiac RTF inh: -1

What do the screens show for `CC1CN(CCCCSc2ccc(Cl)cc2)CC(C)O1` (centres undefined)?
CDK5 p35 inh: -0.2; Rtt109 Vps75: -1; NSD2 inh: 3; Mot1-301 SUMO: 89; RTF Ca sens act: -2; LANA DNA inh: -2.4; PvdQ inh: -25; dFosB act: -9; PfHsp90 yeast 2: 4; Keap1-Nrf2 PPI: -3; Cardiac RTF inh: -1

Results for COc1ccc(Oc2nccc(-c3ccc(F)cc3)c2C#N)cc1 ?
CDK5 p35 inh: -1.7; Rtt109 Vps75: 5; NSD2 inh: -1; Mot1-301 SUMO: -8; RTF Ca sens act: -2; LANA DNA inh: 1.0; PvdQ inh: -3; dFosB act: -1; PfHsp90 yeast 2: -33; Keap1-Nrf2 PPI: 2; Cardiac RTF inh: -3

How did CCC(Sc1nccn1C)C(=O)Nc1nnc(C)s1 (centres undefined) do in these assays?
CDK5 p35 inh: -0.8; Rtt109 Vps75: -7; Mot1-301 SUMO: 11; RTF Ca sens act: -2; LANA DNA inh: -0.8; PvdQ inh: -8; dFosB act: 1; PfHsp90 yeast 2: -26; Keap1-Nrf2 PPI: 3; Cardiac RTF inh: -1

How did O=C(Cc1ccc(S(=O)(=O)N2CCOCC2)s1)Nc1cc(C(F)(F)F)ccc1N1CCCC1 do in these assays?
CDK5 p35 inh: -4.6; Rtt109 Vps75: 8; NSD2 inh: 4; Mot1-301 SUMO: -9; RTF Ca sens act: -1; LANA DNA inh: -0.6; PvdQ inh: -15; dFosB act: -3; Keap1-Nrf2 PPI: -1; Cardiac RTF inh: -16

Results for Cc1cc(C)c(C(=O)c2cccs2)c(C)c1 ?
CDK5 p35 inh: -0.4; Rtt109 Vps75: 0; NSD2 inh: -3; RTF Ca sens act: 2; LANA DNA inh: -1.4; PvdQ inh: -25; dFosB act: 8; PfHsp90 yeast 2: -27; Keap1-Nrf2 PPI: -9; Cardiac RTF inh: 2

What do the screens show for `Cc1ccc(C(=O)C2CCN(C(=O)c3ccc(C)cc3)CC2)cc1`?
CDK5 p35 inh: 0.7; Rtt109 Vps75: 7; NSD2 inh: 2; Mot1-301 SUMO: 43; RTF Ca sens act: -7; LANA DNA inh: 0.6; PvdQ inh: 16; dFosB act: -6; PfHsp90 yeast 2: -2; Keap1-Nrf2 PPI: -5; Cardiac RTF inh: -7

Results for CCc1ccccc1NC(=O)N[C@@H](C)C(=O)O ?
CDK5 p35 inh: -0.4; Rtt109 Vps75: 1; NSD2 inh: -2; Mot1-301 SUMO: 118; RTF Ca sens act: -4; LANA DNA inh: 1.5; PvdQ inh: -10; dFosB act: 3; Keap1-Nrf2 PPI: -3; Cardiac RTF inh: -2

How did C#CC(C)(CC)NC(=O)c1cc2cccc(CC=C)c2oc1=O (centres undefined) do in these assays?
CDK5 p35 inh: -1.5; Rtt109 Vps75: 3; NSD2 inh: -2; Mot1-301 SUMO: 4; RTF Ca sens act: 1; LANA DNA inh: -0.7; PvdQ inh: -14; dFosB act: -8; Keap1-Nrf2 PPI: -1; Cardiac RTF inh: -6

How did CCCCOc1ccc2c(C)cc(=O)oc2c1OCCCC do in these assays?
CDK5 p35 inh: -0.6; Rtt109 Vps75: 6; NSD2 inh: 3; Mot1-301 SUMO: 73; RTF Ca sens act: -3; LANA DNA inh: 2.8; PvdQ inh: -11; dFosB act: -23; PfHsp90 yeast 2: -46; Keap1-Nrf2 PPI: -4; Cardiac RTF inh: -1

What do the screens show for `CN(Cc1ccccc1)C(=O)c1ccccc1C(=O)O`?
CDK5 p35 inh: 0.0; Rtt109 Vps75: -2; NSD2 inh: 6; Mot1-301 SUMO: -25; RTF Ca sens act: 4; LANA DNA inh: 1.9; PvdQ inh: -15; dFosB act: -4; PfHsp90 yeast 2: 20; Keap1-Nrf2 PPI: -2; Cardiac RTF inh: 1

What do the screens show for `Cc1nn(C)cc1CN(C)Cc1c(C(=O)N(C)Cc2ccccc2)nc2ccccn12`?
CDK5 p35 inh: 0.3; Rtt109 Vps75: -2; NSD2 inh: -1; Mot1-301 SUMO: 1; RTF Ca sens act: 3; LANA DNA inh: 0.8; PvdQ inh: 3; dFosB act: 0; PfHsp90 yeast 2: 0; Keap1-Nrf2 PPI: 1; Cardiac RTF inh: 4

How did O=C(Nc1ccc2oc(=O)ccc2c1)c1cc2ccccc2o1 do in these assays?
CDK5 p35 inh: 0.0; Rtt109 Vps75: 2; NSD2 inh: -1; Mot1-301 SUMO: 14; RTF Ca sens act: -2; LANA DNA inh: 0.8; PvdQ inh: -16; dFosB act: 2; PfHsp90 yeast 2: -15; Keap1-Nrf2 PPI: -3; Cardiac RTF inh: -11

What do the screens show for `Cc1ccc(CNC(=O)c2ccc(NC3=NC4CS(=O)(=O)CC4S3)cc2)cc1` (centres undefined)?
CDK5 p35 inh: -1.8; Rtt109 Vps75: -1; Mot1-301 SUMO: 12; RTF Ca sens act: 6; LANA DNA inh: -1.2; PvdQ inh: 2; dFosB act: 4; PfHsp90 yeast 2: 2; Keap1-Nrf2 PPI: 0; Cardiac RTF inh: -5

What do the screens show for `CN(C)S(=O)(=O)c1cccc(NC(=O)COC(=O)CCC(=O)c2ccc(F)cc2)c1`?
CDK5 p35 inh: -2.0; Rtt109 Vps75: 1; NSD2 inh: -1; Mot1-301 SUMO: 5; RTF Ca sens act: -4; LANA DNA inh: -2.5; PvdQ inh: 8; dFosB act: -19; PfHsp90 yeast 2: 15; Keap1-Nrf2 PPI: 7; Cardiac RTF inh: 3

What do the screens show for `COc1cc(CNc2ccc(N3CCCC3)cc2)ccc1OCc1ccccc1`?
CDK5 p35 inh: -1.0; Rtt109 Vps75: 1; NSD2 inh: 1; Mot1-301 SUMO: 4; RTF Ca sens act: 2; LANA DNA inh: 0.4; PvdQ inh: -9; dFosB act: -4; PfHsp90 yeast 2: 5; Keap1-Nrf2 PPI: -11; Cardiac RTF inh: -13

Results for Fc1ccc(NCc2ccccc2F)cc1Cl ?
CDK5 p35 inh: -2.8; Rtt109 Vps75: 9; NSD2 inh: -5; Mot1-301 SUMO: 15; RTF Ca sens act: 0; LANA DNA inh: -2.4; PvdQ inh: -5; dFosB act: -1; PfHsp90 yeast 2: 9; Keap1-Nrf2 PPI: -2; Cardiac RTF inh: -1

Results for C=CCC1CCCC(=O)N2CCCC12 (centres undefined) ?
CDK5 p35 inh: -3.5; Rtt109 Vps75: 7; RTF Ca sens act: -4; LANA DNA inh: -0.5; PvdQ inh: -20; dFosB act: 0; PfHsp90 yeast 2: -28; Keap1-Nrf2 PPI: -2; Cardiac RTF inh: -5

Results for Cc1cccc(C(=O)N/N=C/c2coc3ccccc3c2=O)c1 ?
CDK5 p35 inh: 1.3; Rtt109 Vps75: 1; NSD2 inh: 1; Mot1-301 SUMO: 6; RTF Ca sens act: -2; LANA DNA inh: -0.4; PvdQ inh: -14; dFosB act: -11; PfHsp90 yeast 2: 4; Keap1-Nrf2 PPI: -10; Cardiac RTF inh: -1

Results for Cc1cc(NC(=O)c2ccc(Cl)cc2)n(CCC#N)n1 ?
CDK5 p35 inh: 2.0; Rtt109 Vps75: -7; NSD2 inh: 1; Mot1-301 SUMO: -7; RTF Ca sens act: 1; LANA DNA inh: -0.1; PvdQ inh: -17; dFosB act: -4; PfHsp90 yeast 2: 12; Keap1-Nrf2 PPI: 1; Cardiac RTF inh: 7

How did CN1CCN(S(=O)(=O)c2cccc(C(=O)Nc3cc(Cl)ccc3N3CCOCC3)c2)CC1 do in these assays?
CDK5 p35 inh: 2.1; Rtt109 Vps75: -6; NSD2 inh: -1; RTF Ca sens act: -2; LANA DNA inh: -0.9; PvdQ inh: -21; dFosB act: -5; PfHsp90 yeast 2: 28; Keap1-Nrf2 PPI: -1; Cardiac RTF inh: -10

What do the screens show for `COc1cccc2[nH]c(C(=O)NN)c(N)c12`?
CDK5 p35 inh: 0.8; Rtt109 Vps75: -13; NSD2 inh: 1; Mot1-301 SUMO: -5; RTF Ca sens act: 6; LANA DNA inh: 0.1; PvdQ inh: -1; dFosB act: -1; PfHsp90 yeast 2: 19; Keap1-Nrf2 PPI: -1; Cardiac RTF inh: -4

Results for COc1cccc(CN2CCN(CC#Cc3ccccc3)CC2CCO)c1 (centres undefined) ?
CDK5 p35 inh: 6.0; Rtt109 Vps75: 7; NSD2 inh: 1; Mot1-301 SUMO: -7; RTF Ca sens act: -1; LANA DNA inh: -0.8; PvdQ inh: 3; dFosB act: -6; PfHsp90 yeast 2: 7; Keap1-Nrf2 PPI: -4; Cardiac RTF inh: 0

What do the screens show for `CN(CCOCCOc1ccc(F)cc1)Cc1ccccc1`?
CDK5 p35 inh: 1.9; Rtt109 Vps75: -2; NSD2 inh: 10; Mot1-301 SUMO: -1; RTF Ca sens act: 7; LANA DNA inh: 0.4; PvdQ inh: -17; dFosB act: -5; PfHsp90 yeast 2: -5; Keap1-Nrf2 PPI: -4; Cardiac RTF inh: -10

What do the screens show for `CCCn1c(SC/C(O)=C(\C#N)c2nc3ccccc3[nH]2)n[nH]c1=O`?
CDK5 p35 inh: 1.9; Rtt109 Vps75: -6; NSD2 inh: 2; Mot1-301 SUMO: 2; RTF Ca sens act: 2; LANA DNA inh: 3.8; PvdQ inh: 0; dFosB act: 0; PfHsp90 yeast 2: -5; Keap1-Nrf2 PPI: -5; Cardiac RTF inh: -13

Outcome played no part in choosing rows (roughly 3.2% active in at least one column).
